ALDH1A1 inh: blocks purified human ALDH1A1 activity; Purified ALDH1A1, NADH fluorescence, propionaldehyde substrate; Potency, µM (top dose mostly 75.3 µM), without a hit: at the top dose activity, negative = inhibition, most hits filed as inhibitors; actives 7.3% (n = 220,000); P00352; active means well fitted inhibition curve with a large enough effect, not every such curve was filed as active; inconclusive means small, poorly fitted or top-dose-only effect, or another doubt; inactive means no such curve, though single readings can be large or run the other way;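 further: plate controls were no enzyme wells and a reference inhibitor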
KDM4E inh: blocks human JMJD2E demethylase activity | B2RXH2 | JMJD2E catalytic domain, FDH-coupled NADH fluorescence (FDH is formaldehyde dehydrogenase) | Potency, µM (top dose mostly 57.1 µM), for inactives: at the top dose activity change, negative = inhibition, usual class: inhibitors | actives 1.6% (n = 230,000); active means well fitted inhibition curve with a large enough effect, not every such curve was filed as active; inconclusive means small, poorly fitted or top-dose-only effect, or another doubt; inactive means no such curve, though single readings can be large or run the other way;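 further: 0% = wells with enzyme and -100% = buffer wells without enzyme; nearly all actives have a fitted effect of over 50% in size; many of its hits are not listed in these tables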
Target sequence (B2RXH2 1-337 limits assumed): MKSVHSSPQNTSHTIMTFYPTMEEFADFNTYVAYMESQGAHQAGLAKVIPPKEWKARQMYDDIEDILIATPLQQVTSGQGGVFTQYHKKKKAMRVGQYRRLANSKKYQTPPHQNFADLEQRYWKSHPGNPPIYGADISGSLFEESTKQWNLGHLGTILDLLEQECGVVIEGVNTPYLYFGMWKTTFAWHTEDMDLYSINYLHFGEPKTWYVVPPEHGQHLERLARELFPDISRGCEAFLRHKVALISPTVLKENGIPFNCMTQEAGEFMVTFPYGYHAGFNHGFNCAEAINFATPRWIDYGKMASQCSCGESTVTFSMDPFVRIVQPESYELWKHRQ
RECQ1 inh: inhibitors of human RECQ1 DNA helicase | actives 0.54% (n = 240,000) | RECQ1 DNA unwinding, red fluorescence kinetic read | Potency, µM (doses to about 57.3 µM), inactives show at the highest dose activity, negative = inhibition, actives largely listed as inhibitors | P46063;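 further: plate controls were vehicle for no effect and no enzyme for full effect; nearly all actives have a fitted effect of over 30% in size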
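50 nM RECQ1T1 preincubated 15 min with compound in Tris pH 8.0 buffer with MgCl2, DTT, Tween-20 and 2.5 ug/ml poly(dI-dC); started with 200 nM TAMRA/BHQ-2 forked duplex and 2 mM ATP. Unwinding read as fluorescence (525/598 nm), two reads 2 h apart.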
LMNA splice mod: LMNA splicing modulation | Potency, µM (series often up to 46.1 µM), for the others: top-dose ratio change, negative = inhibition, usual class: inhibitors | actives 0.01% (n = 200,000) | HeLa LMNA splicing GFP/RFP minigene ratio, 48 h; active means well fitted inhibition curve with a large enough effect in the signal ratio, with a control signal flat, not every such curve was filed as active; inconclusive means small, poorly fitted or top-dose-only effect, or effect the other way, or a change in a side signal; the % refers to the signal ratio; further: on the % scale 0 is the no-effect control and ±100 the full control effect
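S3 HeLa cells stably expressing lamin A-EGFP splicing minigene plus DsRed2, 600 cells/well, 48 h compound exposure at 37C. Laser-scanning cytometry; analysed as GFP (500-530 nm)/RFP (575-640 nm) total intensity ratio; 0.5% DMSO vehicle.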
TexasRed fluor: counter-screen for TRb-SRC2 inhibitors: fluorescence interference | Potency, µM (top dose mostly 106 µM), for the others: at the highest dose fluorescence change, negative = quenching | actives 0.29% (n = 280,000) | TRb/SRC2 Texas Red total fluorescence interference; active means well fitted curve in either direction with a large enough effect; inconclusive means small, poorly fitted or top-dose-only effect; further: on the % scale 0 is the no-effect control and ±100 the full control effect
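Flags fluorescent or light-absorbing compounds by total fluorescence, S + 2P, at 555 nm excitation and 632 nm emission. Mixture: 20 nM Texas Red SRC2 peptide, 0.6 uM human TRb LBD, 1 uM T3, 5% DMSO; compound exposure 5 h at ambient temperature.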
SMN2 splice up: SMN2 splice variant enhancement. AID 1458. actives 2.8% (n = 210,000). Potency, µM (series often up to 46.1 µM), for inactives: at the top dose activity change, positive = activation, usual class: activators. HEK293 SMN2-luciferase splicing reporter, luminescence, 30-36 h; further: % of control where 0% means no effect; nearly all actives have a fitted effect of over 55% in size
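HEK293 cells carry an SMN2 minigene-luciferase reporter in which exon 7 inclusion puts luciferase in frame. Cells were seeded at 2000 cells/well, attached for 10-12 hours, then exposed to compounds for 30-36 hours at 37C before ONE-Glo luminescence.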
TRb SRC2 PPI: inhibitors of human thyroid hormone receptor beta-SRC2 interaction | Potency, µM (highest dose often 106 µM), inactives show at the highest dose activity change, negative = inhibition, hits mostly inhibitors | P10828 | actives 0.065% (n = 280,000) | TRbeta-SRC2 peptide binding, fluorescence polarization; receptor liganded with 1 µM T3;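 further: plate controls were bound peptide for no effect and peptide without receptor for full effect; nearly all actives have a fitted effect of over 50% in size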
Target sequence (P10828 whole entry, looked up): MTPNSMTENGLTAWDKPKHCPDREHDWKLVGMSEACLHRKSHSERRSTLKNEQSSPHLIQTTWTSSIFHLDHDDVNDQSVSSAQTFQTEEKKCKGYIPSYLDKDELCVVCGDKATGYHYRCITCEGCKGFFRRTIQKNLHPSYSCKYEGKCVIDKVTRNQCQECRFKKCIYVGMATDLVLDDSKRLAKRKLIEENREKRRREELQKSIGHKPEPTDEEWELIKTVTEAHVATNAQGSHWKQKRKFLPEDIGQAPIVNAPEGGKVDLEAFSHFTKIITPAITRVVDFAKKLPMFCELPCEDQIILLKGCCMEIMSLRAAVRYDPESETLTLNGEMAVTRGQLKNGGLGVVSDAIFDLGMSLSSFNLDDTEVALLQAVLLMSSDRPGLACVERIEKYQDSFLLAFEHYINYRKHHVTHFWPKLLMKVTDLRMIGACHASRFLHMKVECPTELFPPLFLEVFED
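Compounds were added to 0.6 uM TRb ligand-binding domain and 20 nM Texas Red-labeled SRC2 peptide in Tris buffer containing 1 uM T3, incubated 5 hr at ambient temperature, then read by fluorescence polarization.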
GoLoco inh red: blocks human Gai1 binding to RGS12 GoLoco peptide, red readout. AID 880. Gai1:RGS12 GoLoco peptide FP, rhodamine, 10 min. Potency, µM (highest dose often 61.6 µM), without a hit: at the highest dose activity, negative = inhibition, most hits filed as inhibitors. actives 0.44% (n = 230,000); active means well fitted inhibition curve with a large enough effect, not every such curve was filed as active; inactive means no such curve, though single readings can be large or run the other way; further: on the % scale 0 is the no-effect control and ±100 the full control effect; nearly all actives have a fitted effect of over 30% in size; many of its hits are not listed in these tables
An asterisk follows results filed as active; i = inactive; ? = inconclusive; · = not tested or not shown; [ ] = another dose, or the depositor's remark. Unless noted, the call rests on the fitted dose curve; in most records, active means well fitted curve in the direction sought with a large enough effect; inconclusive means small, poorly fitted or top-dose-only effect, or another doubt; inactive means no such curve, though single readings can be large; an effect the other way counts as inactive or inconclusive. Potency means the concentration at half of the fitted maximal effect. A portion of the library; rates above refer to the full screens.

SMILES	ALDH1A1 inh	KDM4E inh	RECQ1 inh	LMNA splice mod	TexasRed fluor	SMN2 splice up	TRb SRC2 PPI	GoLoco inh red
CCOc1cc(NS(=O)(=O)c2ccc(Cl)cc2)c(OCC)cc1NC(=O)CC(C)C	?	5%	-18%	-9%	-9%	19%	-8%	10%
Cc1onc(C(=O)NCc2ccccn2)c1[N+](=O)[O-]	-8%	9%	-3%	24%[46 µM]	0%	-4%	1%	-4%
COC(=O)CCN(C(=O)c1ccc(N2CCCCC2)c([N+](=O)[O-])c1)c1ccccn1	?	-5%	i	-4%[46 µM]	-2%	-4%	2%	10%
Cc1ccc(S(=O)(=O)N2CCC(C(=O)OC(C)C(=O)NC(N)=O)CC2)cc1C (configuration not stated)	·	-3%	-6%	·	-3%	·	6%	-20%
CC(=O)c1c(O)cc(=O)n(-c2ccccc2)c1-c1ccc(Cl)cc1	1%	-5%	0%	4%	-3%	-1%	-5%	2%
Clc1ccc(-c2nnc(NCc3ccccc3)c3ccccc23)cc1	22µM*	-5%	-1%	-21%	7%	-17%	9%	2%
COc1ccc(C)cc1NC(=O)C(Sc1nncn1C)c1ccccc1 (configuration not stated)	-13%	-3%	-2%	·	-1%	9%	3%	2%
Cc1ccccc1C(=O)N/N=C1/SCC(=O)N1Cc1ccc2c(c1)OCO2	0%	6%	-2%	-11%	2%	2%[1.84 µM]	-7%	-6%
COc1ccc(-n2ccnc2CN2CCN(C3CCCC3)C(CCO)C2)cc1 (configuration not stated)	?	10%	10%	·	0%	·	-6%	25%
COc1ccc2cc(/C=C3\SC(=S)NC3=O)c(N3CCOCC3)nc2c1	22%	-7%	-1%	?	-6%	-83%[inhibitor]	7%	22%
COC(=O)CSc1nnc(C)n1-c1cccc(OC)c1	7%	3%	-15%	-1%	-2%	8%	-3%	-4%
Cc1cc(C)cc(NCc2cc3c(cc2[N+](=O)[O-])OCO3)c1	?	-2%	-10%	4%	0%	0%	7%	2%
Cc1cc(C)cc(N2CC34C=CC(O3)C(C(=O)OCC(=O)NCc3ccco3)C4C2=O)c1 (configuration not stated)	2%	2%	i	9%	-1%	0%	3%	8%
CC(Cc1c[nH]c2ccccc12)NC(N)=O (configuration not stated)	12%	-5%	i	·	-3%	·	-1%	-6%
Nc1cnn(Cc2ccccc2F)c1	14µM*	-30%	i	-12%[46 µM]	-1%	-6%	5%	7%
CC(C)=C1C2CCC1C1C(=O)N(c3nc(-c4ccc(F)cc4)c(C)s3)C(=O)C21 (configuration not stated)	?	-2%	i	17%	3%	-10%	-3%	-1%
CC(C)CN(C)C(=O)CCc1nnc(Cc2ccc(-c3ccccc3)cc2)o1	-2%	8%	i	·	-6%	·	-7%	-12%
CCn1c(=S)ccc2ccc(OC)cc21	12%	5%	-4%	7%	-1%	?	5%	-3%
CC(NC(=O)c1cccc(Cn2cc([N+](=O)[O-])cn2)c1)c1ccc(C(C)(C)C)cc1 (configuration not stated)	-6%	-7%	-4%	-4%	-1%	-22%	0%	15%
Cc1cc(C(=O)CSc2nnc(-c3cccs3)o2)c(C)n1-c1ccccc1	-12%	?	-20%	?	4%	-42%[inhibitor]	-18%	14%
O=C(Cn1cnc2c(cnn2-c2ccc(Cl)cc2)c1=O)NCCc1ccccc1	-2%	0%	-3%	?	-1%	-12%	-11%	-2%
COc1ccc2cnoc(=O)c2c1OC	?	?	-4%	·	-1%	-10%	6%	1%
CCOC(=O)Cn1cc(C#N)c(=O)[nH]c1=O	·	-11%	0%	·	-2%	·	-1%	-1%
CCCCOc1ccc(C(C)NC(=O)C2CCCN(S(=O)(=O)CCC)C2)cc1 (configuration not stated)	-4%	-1%	3%	?	2%	-19%	-2%	-4%
O=C(N/N=C/c1c(F)cccc1Cl)c1ccc(Cn2cc(Br)cn2)o1	-5%	-1%	1%	6%	-2%	18%	-1%	6%

The list goes on; the last 3 above are carried over.
SMILES	ALDH1A1 inh	KDM4E inh	RECQ1 inh	LMNA splice mod	TexasRed fluor	SMN2 splice up	TRb SRC2 PPI	GoLoco inh red
CCOC(=O)Cn1cc(C#N)c(=O)[nH]c1=O	·	-11%	0%	·	-2%	·	-1%	-1%
CCCCOc1ccc(C(C)NC(=O)C2CCCN(S(=O)(=O)CCC)C2)cc1 (configuration not stated)	-4%	-1%	3%	?	2%	-19%	-2%	-4%
O=C(N/N=C/c1c(F)cccc1Cl)c1ccc(Cn2cc(Br)cn2)o1	-5%	-1%	1%	6%	-2%	18%	-1%	6%
O=C(Nn1c(Cc2cccs2)nc2ccccc2c1=O)c1ccc(F)c(F)c1	8%	4%	0%	-19%	-2%	-20%	5%	-4%
O=C(Oc1ccccc1)c1cccc2cccnc12	16%	-16%	-6%	8%	-4%	2%	-9%	-2%
O=C(Nc1nnc(CC(=O)N2CCOCC2)s1)C1COc2ccccc2O1 (configuration not stated)	-4%	5%	-11%	4%	-1%	·	-22%	·
O=C(O)CNC(=O)C1COc2ccccc2O1 (configuration not stated)	5%	-1%	i	-10%	3%	-1%	-4%	14%
CC(C)N1CCC2(CC1)Oc1ccc(Br)cc1C1CC(c3cccnc3)=NN12 (configuration not stated)	·	?	-22%	·	3%	·	-6%	5%
Cc1ccccc1/C=N/NC(=O)c1sccc1C	3%	?	i	5%	4%	10µM*	-4%	8%
Cc1ccc(C(C(=O)NC2CCCCC2)N(CC2CCCO2)C(=O)CNC(=O)c2ccco2)cc1 (configuration not stated)	?	-5%	9%	9%	-1%	8%	-4%	-16%
Cc1cccc(C)c1OCC(=O)Nc1cccc(C(=O)O)c1	?	-6%	i	·	0%	6.3µM*	2%	55%[activator]
CCN(CC)C[C@@H](O)CN1CCCCc2nc(C)c(C)cc21	8%[13.5 µM]	·	-11%[11.5 µM]	·	-51%[11.2 µM]	·	-7%[11.2 µM]	·
CC1CCCCC1NC(=O)COn1nnc2ccc(Cl)cc21 (configuration not stated)	6%	-2%	-8%	8%	-2%	5%	2%	1%
[O-][N+](=Nc1ccccc1)c1ccccc1	-6%	·	13%	?	0%	4%	0%	0%
NC(=O)COC(=O)Cc1coc2cc3c(cc12)CCC3	4%	7%	-17%	-13%[46 µM]	0%	14%	-16%	10%
c1ccc(-n2nnnc2NCCc2c[nH]c3ccccc23)cc1	?	-10%	-4%	?	1%	?	11%	1%
COC(=O)Nc1sc2c(c1C(=O)NC1CC1)CCCCCC2	?	-2%	-4%	25%	1%	-5%	14%	13%
CC(=O)N1CCc2cc(S(=O)(=O)NCCC(=O)Nc3ccc4c(c3)OCCO4)ccc21	11%	3%	-5%	2%	1%	?	0%	3%
Fc1ccccc1Cn1nnc(-c2ccc3c(c2)OCO3)n1	-4%	5%	-6%	?	0%	13µM*	-10%	-10%
COc1ccc(Cl)cc1C(=O)Nc1ccc(Br)c(C)n1	2%	-2%	18%	·	1%	-12%	-5%	4%
O=C(CSCc1ccccc1F)NCc1ccc(F)cc1	-2%	-3%	-3%	8%[9.22 µM]	0%	-45%[inhibitor]	-7%	1%
CCOC(=O)N1CCN(C(=O)c2ccc3c(=O)n(-c4ccccc4F)c(=S)[nH]c3c2)CC1	?	?	-3%	·	-3%	-43%[inhibitor]	1%	1%
CCOC(=O)c1c(NC(=O)CN2CCN(c3ccc(Cl)cc3)CC2)sc(C)c1C	?	13%	-9%	15%	3%	-7%	2%	25%
Cc1cc(C)c(NC2=NCC(=O)N2C2CCCCC2)c(C)c1	?	-8%	0%	2%	1%	-22%	6%	3%
O=C1NC(=O)C(Nc2cccc3ccccc23)S1 (configuration not stated)	-6%	?	4%	11%	-2%	?	-1%	5%
O=S(=O)(Nc1ncn[nH]1)c1ccc2ccccc2c1	7%	4%	-3%	6%	-1%	53%	-12%	-5%
CCOC(=O)Cn1c(=NC(=O)CSC(C)=O)sc2cc(OC)ccc21	?	?	i	8%	1%	-3%	-19%	-6%
Cc1ccc(C(=O)c2oc3ccccc3c2NC(=O)c2cc(-c3ccccc3O)n[nH]2)cc1	-9%	?	-11%	-8%	0%	-20%	-4%	5%
The list goes on:
SMILES	ALDH1A1 inh	KDM4E inh	RECQ1 inh	LMNA splice mod	TexasRed fluor	SMN2 splice up	TRb SRC2 PPI	GoLoco inh red
CN1CCc2c(c3c(n2C)CCN(C)C3c2ccc(F)cc2)C1c1ccc(F)cc1 (configuration not stated)	-6%	?	0%	-3%	1%	2%	-5%	-3%
O=C(NC(=S)Nc1ccccn1)c1cc(-c2ccccc2)nc2ccccc12	-11%	-1%	3%	-9%	-1%	-17%	-5%	14%
CCc1ccccc1NC(=O)CSc1nnc(-c2ccco2)n1N	-9%	-1%	i	2%	-1%	8%	6%	2%
Cc1ccc(-c2nn(C)c(=O)c3ccccc23)cc1S(=O)(=O)NCCN(C)C	0%	20%	-17%	-12%[46 µM]	-7%	·	5%	7%
Cc1ccc(S(C)(=O)=O)cc1S(=O)(=O)Nc1ccccc1	2%	7%	-14%	-7%	-2%[53 µM]	10%	5%[53 µM]	3%
CCc1ccc(N2CCN(C(=O)c3ccc(OC)c(OC)c3)CC2)cc1	2%	0%	-13%	?	-1%	-75%[inhibitor]	-13%	4%
CN(C(=O)c1ccncc1)c1nnc(-c2ccccn2)s1	12%	?	i	-3%	2%	?	5%	-1%
Nc1nc(NC(=O)CCC(=O)O)nn1-c1ccccc1	·	5%	-11%	·	0%	·	3%	4%
CC(C)C(=O)NC(c1ccco1)c1ccc2cccnc2c1O (configuration not stated)	14%	?	-16%	?	3%	-100%[inhibitor]	-5%	0%
O=C(CN1C(=O)c2ccccc2S1(=O)=O)Nc1ccc(S(=O)(=O)N2CCCC2)cc1	2%	3%	i	-4%	-4%	-6%	2%	8%
COc1ccc(N=C(NN)c2ccc3ccccc3n2)cc1	?	?	-8%	?	1%	-1%	1%	17%
CCO[C@H]1OC(C(=O)N2CCN(Cc3ccccc3)CC2)=C[C@@H](c2cn(C(C)=O)c3ccccc23)[C@@H]1CCCO	-8%	10%	-7%	·	1%	·	-5%	6%

Source: PubChem BioAssay
